UPR XBP1 act: adaptive UPR (XBP1) activation. CHO-XBP1 luciferase reporter, IRE1-XBP1 UPR activation, luminescence; percent of tunicamycin response, DMSO as zero. activation, % at 20 µM. AID 463104. 0.33% of 330,000 active;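 active = versus positive control, 20 µM dose yields 30% or more activation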;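 also: 100% = tunicamycin at 10 µg/mL and 0% = DMSO only wells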
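Assay system: IRE1-XBP1 luciferase reporter CHO line. Input: 1000 cells/well. Buffer or medium: F12 with 10% serum. Doses: 20 µM, 1% DMSO. Times: overnight seeding at 37 °C, 6 h compound treatment at 37 °C. Technique: Steady-Glo luciferase glow luminescence, 10 min after reagent addition.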
tim23-1 inh: tim23-1 yeast growth inhibition. inhibition, % at 20 µM. 1.3% of 330,000 active. S. cerevisiae tim23-1 growth, BacTiter-Glo luminescence, 24 h. AID 463212;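 active = growth inhibition of the mutant yeast at or above 50%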;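 also: temperature-sensitive mutant grown at 25 °C; plate controls were DMSO-treated mutant yeast for no effect and medium wells lacking yeast for full effect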
Mdm2-MdmX inh: human Mdm2/MdmX binding inhibition. inhibition, % at 8 µM. O15151+Q00987. 3% of 330,000 active. SaOS-2 split-luciferase Mdm2/MdmX complementation, luminescence;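 active = inhibition of at least 50% at 8 µM in the primary screen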
Target sequence (O15151 whole entry, looked up): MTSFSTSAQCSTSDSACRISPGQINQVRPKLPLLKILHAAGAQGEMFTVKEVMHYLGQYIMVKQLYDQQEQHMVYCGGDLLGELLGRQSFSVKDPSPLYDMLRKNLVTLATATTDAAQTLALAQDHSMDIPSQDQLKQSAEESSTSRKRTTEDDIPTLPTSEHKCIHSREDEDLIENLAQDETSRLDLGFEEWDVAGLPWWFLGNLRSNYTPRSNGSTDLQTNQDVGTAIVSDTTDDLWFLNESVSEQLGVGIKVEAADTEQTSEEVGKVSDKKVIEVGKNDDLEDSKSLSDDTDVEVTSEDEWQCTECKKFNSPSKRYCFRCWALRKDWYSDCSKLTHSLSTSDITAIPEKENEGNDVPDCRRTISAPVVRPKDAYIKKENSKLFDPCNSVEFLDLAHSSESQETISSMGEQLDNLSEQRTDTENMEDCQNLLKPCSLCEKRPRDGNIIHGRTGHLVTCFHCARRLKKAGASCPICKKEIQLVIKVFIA
Target sequence (Q00987 whole entry, looked up): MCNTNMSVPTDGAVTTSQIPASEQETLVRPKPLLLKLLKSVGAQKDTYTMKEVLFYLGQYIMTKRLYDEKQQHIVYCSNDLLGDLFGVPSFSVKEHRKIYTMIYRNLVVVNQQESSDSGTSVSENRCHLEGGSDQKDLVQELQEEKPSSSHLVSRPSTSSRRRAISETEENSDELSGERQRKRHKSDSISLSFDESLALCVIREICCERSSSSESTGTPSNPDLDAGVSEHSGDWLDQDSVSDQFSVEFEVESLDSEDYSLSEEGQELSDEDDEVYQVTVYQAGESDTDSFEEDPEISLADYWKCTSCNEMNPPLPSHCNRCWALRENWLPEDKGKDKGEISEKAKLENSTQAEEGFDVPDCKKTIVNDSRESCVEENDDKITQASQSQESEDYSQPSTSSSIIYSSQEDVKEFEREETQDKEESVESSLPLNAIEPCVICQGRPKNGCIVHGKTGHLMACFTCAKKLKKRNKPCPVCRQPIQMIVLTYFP
UPR CHOP act: apoptotic UPR (CHOP) activation | CHO-CHOP luciferase reporter, luminescence; percent of tunicamycin response over DMSO baseline | 0.34% of 330,000 active | AID 449763 | activation, % at 10 µM;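 active = at 10 µM dose, activation of 40% or more, normalized to positive control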;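 also: 100% = tunicamycin at 10 µg/mL and 0% = DMSO alone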
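System: CHO CHOP reporter cells. Amount: 500 cells per well. Buffer or medium: F12 medium, 10% FBS. Compound dosing: one dose, 10 µM in 0.5% DMSO. Incubation: 6 h compound exposure at 37 °C after overnight seeding. Technique: Steady-Glo luciferase luminescence. Benchmarks: tunicamycin and DMSO controls.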
tim10-1 inh: growth inhibitors of tim10-1 mutant yeast | S. cerevisiae tim10-1 ts strain growth, BacTiter-Glo, 24 h | inhibition, % at 20 µM | 2.2% of 330,000 active;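 active = inhibition of at least 40%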;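 also: mutant grown at 25 °C; 0% = DMSO wells with yeast and 100% = wells holding no yeast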
Jurkat NFkB inh: lowers PMA/ionomycin-induced NF-kB signal in Jurkat cells; PMA/ionomycin-induced NF-kB luciferase reporter, luminescence; inhibition, % at 4 µM; 0.53% of 330,000 active; AID 435003; in the data active = inhibition above about 50%
697 NFkB inh: lowers PMA/ionomycin-induced NF-kB signal in 697 B cells; 697 B-cell NF-kB luciferase reporter, 16 h; inhibition, % at 4 µM; 0.33% of 330,000 active; AID 435022; in the data active = inhibition above about 35%
TIM10 inh: growth inhibitors of TIM10 yeast strain; 1.4% of 330,000 active; S. cerevisiae TIM10 strain growth, BacTiter-Glo luminescence, 24 h; inhibition, % at 10 µM;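 active = inhibition of 40% or more at the single tested concentration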;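 also: wild-type TIM10 isogenic control strain grown at permissive 25 °C; 0% = DMSO yeast wells and 100% = minimal medium wells without yeast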
* marks the source's active call; other numbers are inactive results.

SMILES	UPR XBP1 act	tim23-1 inh	Mdm2-MdmX inh	UPR CHOP act	tim10-1 inh	Jurkat NFkB inh	697 NFkB inh	TIM10 inh
O=C(N/N=C/c1cc2c(cc1Br)OCO2)c1c[nH]c2ccccc12	1	32	-26	0.1	-36	-85	-78	-24
Cc1ccsc1/C=N/NC(=O)Cc1cccn1C	1	8	19	2.7	16	-22	8	-11
CCc1ccc(N2C(=O)CN(Cc3ccc(OC)c(OC)c3)C2=S)cc1	-2	12	21	2.7	7	6	-13	21
CC(C)(C)n1nc2c(c1NC(=O)c1cc(Cl)ccc1[N+](=O)[O-])CS(=O)(=O)C2	-2	23	-9	-1.6	11	-28	-50	16
O=C(Nc1ccc(S(=O)(=O)N2CCOCC2)cc1)C1CCN(S(=O)(=O)c2ccccc2)CC1	-2	-3	19	-0.4	20	-8	-14	16
CCCNC(=O)Cn1c(-c2ccc(F)cc2)cc(C(=O)OCC)c1C	-4	7	22	-0.4	18	15	13	-5
Cc1cc(Cl)ccc1OCCCC(=O)OCC(=O)c1c(N)n(C)c(=O)n(C)c1=O	0	19	7	0.1	12	0	6	9
CSc1ccccc1-c1nnc(-c2ccc(C)cc2)o1	8	40	-112	6.7	31	-102	-102	24
Cc1cc(C)cc(N(CC(=O)NC2CCCC2)C(=O)CCC(=O)Nc2nc(C)cs2)c1	-7	7	4	1.0	11	-5	-3	-5
O=C(/C=C/c1cccnc1)c1ccc(F)c(F)c1	0	33	22	1.9	40*	6	0	18

Continued; the last two above are carried over.
SMILES	UPR XBP1 act	tim23-1 inh	Mdm2-MdmX inh	UPR CHOP act	tim10-1 inh	Jurkat NFkB inh	697 NFkB inh	TIM10 inh
Cc1cc(C)cc(N(CC(=O)NC2CCCC2)C(=O)CCC(=O)Nc2nc(C)cs2)c1	-7	7	4	1.0	11	-5	-3	-5
O=C(/C=C/c1cccnc1)c1ccc(F)c(F)c1	0	33	22	1.9	40*	6	0	18
CCCOC(=O)c1[nH]c2c(c1C)C(=O)CC(c1ccc(OC)c(OC)c1)C2 (centres undefined)	-3	15	-16	-0.1	5	11	-10	3
CN1CC(c2ccccc2)C2(SC(=S)N(Cc3ccco3)C2=O)C12C(=O)Nc1ccccc12 (centres undefined)	11	19	76*	2.1	44*	4	-9	13
Cc1ccc(C(=O)NCC(c2ccc(F)cc2)N2CCOCC2)cc1 (centres undefined)	-1	18	3	0.7	17	-12	-27	2
Cc1ccc(C(=O)c2sc3nsc(C)c3c2N)cc1	4	17	-96	4.8	2	-157	-212	7
COc1cc2c(cc1OC)CN(C(=S)Nc1c(C)cccc1C)CC2	-3	19	-9	-0.7	15	10	2	6
CCCn1c(NC(=O)CCS(=O)(=O)c2ccc(C)cc2)nc2ccccc21	-1	26	9	-1.5	20	-2	7	21
Cc1ccc(OCC(=O)N/N=C/C=C/c2ccco2)cc1	-1	19	-3	-1.4	19	6	-17	17
CC(=O)NC(=S)Nc1cccc([N+](=O)[O-])c1	-1	3	7	2.3	3	-5	-13	0
CNC(=O)Nc1ccccc1C(=O)NCc1ccccc1	-4	-8	26	0.3	-7	5	10	-5
CCCCC(=O)NC(c1ccco1)c1c(O)ccc2ccccc12 (centres undefined)	-5	21	22	-3.4	27	6	6	4
CC(SC#N)C(=O)C12CC3CC(CC(C3)C1)C2 (centres undefined)	-3	66*	41	14	53*	10	17	55*
NS(=O)(=O)c1ccc(CCNC(=O)CCCn2ncn3c(cc4occc43)c2=O)cc1	-3	4	12	0.7	4	4	25	0
CCOC(=O)C1CCCN(C(=O)c2cc3nc(-c4cccc(OC)c4)cc(C(F)(F)F)n3n2)C1 (centres undefined)	3	18	10	-0.4	3	6	25	6
COc1ccc2[nH]c(=O)c(C(c3nnnn3CC3CCCO3)N3CCc4ccccc4C3)cc2c1 (centres undefined)	0	19	11	0.6	24	-5	6	8
COc1ccc(CCNC(=O)c2cnn3c(C(F)F)cc(C)nc23)cc1OC	-1	22	1	1.7	23	2	-2	8
c1ccc2c(c1)CCN(c1nc(CN3CCOCC3)nc3sc4c(c13)CCCC4)C2	-2	49	24	0.5	26	-6	5	37
Cc1cc(C)c2cc(CN(CCO)C(=O)Nc3ccc(F)cc3)c(=O)[nH]c2c1	2	12	4	0.8	11	19	14	12
C=C(C)C(=O)Nc1cccc(C2=NOC3(C2)C[C@@H](C(N)=O)N(C(=O)[C@H]2CCC(=O)N2)C3)c1 (some centres undefined)	-1	4	16	0.0	-19	10	19	-2
CC(=O)Nc1ccc(C(=O)NNC(=O)c2ccc(Cl)cc2Cl)cc1	-6	1	-10	-2.6	-21	-16	-4	6
Cc1oc2cc(OC(=O)c3ccco3)ccc2c(=O)c1-c1nc2ccccc2n1C	4	9	-6	0.6	16	7	-3	7

Mdm2-MdmX inh, what is marked active above
molecule,Mdm2-MdmX inh,Jurkat NFkB inh,697 NFkB inh
CN1CC(c2ccccc2)C2(SC(=S)N(Cc3ccco3)C2=O)C12C(=O)Nc1ccccc12 (centres undefined),76*,4,-9

Continuation.
SMILES	UPR XBP1 act	tim23-1 inh	Mdm2-MdmX inh	UPR CHOP act	tim10-1 inh	Jurkat NFkB inh	697 NFkB inh	TIM10 inh
Cc1cc(C)n(-c2cc(-c3ccccc3)nc(C)n2)n1	-4	43	24	0.3	32	-8	-7	23
COCCN1CN(S(=O)(=O)c2cccc(Cl)c2)c2nc3ccccc3nc21	-2	39	12	1.9	45*	1	6	19
COc1ccccc1Nc1nn2c(=O)c3ccc(C(=O)N4CCCCC4)cc3nc2s1	-2	26	13	-1.1	19	-8	7	5
COc1ccc(-c2cccc(NS(=O)(=O)c3ccc([N+](=O)[O-])cc3)c2)nn1	-1	0	2	1.6	16	-11	-10	14
Cc1cc(C)nc(N/N=C/c2cc(C)n(CC(F)(F)F)c2C)n1	0	8	24	-0.7	-10	7	16	9
CC1CCN(S(=O)(=O)c2ccc(C(=O)Nc3ccccn3)cc2)CC1	3	9	-5	4.9	6	-35	-45	15
C[C@H](CO)N1C[C@H](C)[C@H](CN(C)Cc2ccccc2)Oc2ccc(NC(=O)Nc3ccc(F)cc3)cc2C1=O	-1	3	65*	0.1	-7	-1	3	2
COc1cc2cc(CCOC(=O)c3ccco3)oc(=O)c2cc1OC	-2	13	20	-0.2	4	-8	13	-14
O=C1NC2(CCCCCC2)N=C1c1ccc(F)cc1	3	17	-21	0.4	14	-2	-15	-1
COC(=O)C1CCN(c2ccc(Cl)nn2)CC1	-1	10	-32	-0.4	3	-2	9	4
C=CCn1c(Br)nc2c1c(=O)[nH]c(=O)n2C	-1	19	-16	1.9	4	12	14	3
COc1cccc(NC(=O)CN(C)C(=O)c2cccc(S(=O)(=O)N3CC4(C)CC3CC(C)(C)C4)c2)c1 (centres undefined)	-6	2	18	0.5	-6	-6	3	13
CC(=O)n1c(-c2ccccc2)c(-c2ccccc2)n(C)c1=O	-2	23	48	-2.3	15	10	19	16
CC(OC(=O)c1ccco1)C(=O)Nc1ccc(Cl)cn1 (centres undefined)	6	11	7	3.6	28	5	9	1
O=C1c2cccnc2C(=O)N1C1CCCCC1	0	8	-7	-0.9	11	5	14	5
CCOC(=O)c1ccc(NC(=S)NN2CCN(C)CC2)cc1	-1	9	-19	-2.1	4	-1	17	-2
COCC(=O)N1CCC(Oc2ccc(C(=O)NC(C)c3nc(C)sc3C)cc2)CC1 (centres undefined)	-4	-1	9	3.0	7	11	5	-6
COC/C=C/C1=CC2=CC(=O)C(C)(OC(=O)c3cnc4ccccc4n3)C(=O)C2=CN1c1ccccc1 (centres undefined)	3	2	9	1.3	13	-14	1	-2
O=C(OCc1cc2ccccc2[nH]c1=O)c1ccncc1	0	-9	-7	-0.7	-7	-5	16	-8
O=C(c1cccc(C(F)(F)F)c1)N1CCCCCC1	1	15	13	-1.1	-10	-10	-9	3

Sorted by number of heavy atoms (falling): some entries from above
SMILES	UPR XBP1 act	tim23-1 inh	Mdm2-MdmX inh	UPR CHOP act	tim10-1 inh	Jurkat NFkB inh	697 NFkB inh	TIM10 inh
COC/C=C/C1=CC2=CC(=O)C(C)(OC(=O)c3cnc4ccccc4n3)C(=O)C2=CN1c1ccccc1 (centres undefined)	3	2	9	1.3	13	-14	1	-2
COCC(=O)N1CCC(Oc2ccc(C(=O)NC(C)c3nc(C)sc3C)cc2)CC1 (centres undefined)	-4	-1	9	3.0	7	11	5	-6
CCOC(=O)c1ccc(NC(=S)NN2CCN(C)CC2)cc1	-1	9	-19	-2.1	4	-1	17	-2
O=C(OCc1cc2ccccc2[nH]c1=O)c1ccncc1	0	-9	-7	-0.7	-7	-5	16	-8
CC(OC(=O)c1ccco1)C(=O)Nc1ccc(Cl)cn1 (centres undefined)	6	11	7	3.6	28	5	9	1
O=C(c1cccc(C(F)(F)F)c1)N1CCCCCC1	1	15	13	-1.1	-10	-10	-9	3
O=C1c2cccnc2C(=O)N1C1CCCCC1	0	8	-7	-0.9	11	5	14	5

Next part:
SMILES	UPR XBP1 act	tim23-1 inh	Mdm2-MdmX inh	UPR CHOP act	tim10-1 inh	Jurkat NFkB inh	697 NFkB inh	TIM10 inh
O=C(Nc1nc(-c2cc(Cl)sc2Cl)cs1)c1cccs1	8	29	23	1.1	29	-19	-28	36
Nc1ncnc(N(c2ccccc2)C2CCCCC2)c1[N+](=O)[O-]	-1	16	30	-0.9	15	8	-2	-2
CCOc1ccc(OCC)c(NC(=O)CCn2cccc2)c1	-4	11	4	-4.0	9	16	12	8
CSc1ccccc1C(=O)OCC(=O)N1CCCC1=O	2	6	31	1.0	7	2	1	14
Cc1cc(NC(=O)c2cncc(Br)c2)no1	1	19	25	0.8	10	9	11	11
Cc1ccc(NC(=O)CN(C)C(=O)c2ccc(C(F)(F)F)cc2)cc1	2	5	3	0.5	-15	-5	-5	-6
Cc1oc(-c2ccccc2)nc1C(=O)OCC(=O)NC(=O)NCC(C)C	0	17	8	1.1	34	11	4	23
Cc1cc(Br)c2c(c1)C1(OCCO1)C(=O)N2	0	14	-2	0.6	-3	4	16	10
Cc1ccc(S(=O)(=O)N2CCOCC2)cc1C(=O)N(C)CCOc1ccc(Cl)cc1	-1	27	-8	-1.6	25	8	-13	4
